GLS inhibitor = glutaminase GLS (human) inhibition; O94925; GLS enzymatic activity, qHTS titration; Potency, µM (titrated, usually from 45.5 µM), without a hit: at the top dose activity change, negative = inhibition, most hits filed as inhibitors; actives 0.21% (n = 410,000); AID 624170; further: potency means the concentration at half of the fitted maximal effect; on the % scale 0 is the no-effect control and ±100 the full control effect
Target sequence (O94925 whole entry, looked up): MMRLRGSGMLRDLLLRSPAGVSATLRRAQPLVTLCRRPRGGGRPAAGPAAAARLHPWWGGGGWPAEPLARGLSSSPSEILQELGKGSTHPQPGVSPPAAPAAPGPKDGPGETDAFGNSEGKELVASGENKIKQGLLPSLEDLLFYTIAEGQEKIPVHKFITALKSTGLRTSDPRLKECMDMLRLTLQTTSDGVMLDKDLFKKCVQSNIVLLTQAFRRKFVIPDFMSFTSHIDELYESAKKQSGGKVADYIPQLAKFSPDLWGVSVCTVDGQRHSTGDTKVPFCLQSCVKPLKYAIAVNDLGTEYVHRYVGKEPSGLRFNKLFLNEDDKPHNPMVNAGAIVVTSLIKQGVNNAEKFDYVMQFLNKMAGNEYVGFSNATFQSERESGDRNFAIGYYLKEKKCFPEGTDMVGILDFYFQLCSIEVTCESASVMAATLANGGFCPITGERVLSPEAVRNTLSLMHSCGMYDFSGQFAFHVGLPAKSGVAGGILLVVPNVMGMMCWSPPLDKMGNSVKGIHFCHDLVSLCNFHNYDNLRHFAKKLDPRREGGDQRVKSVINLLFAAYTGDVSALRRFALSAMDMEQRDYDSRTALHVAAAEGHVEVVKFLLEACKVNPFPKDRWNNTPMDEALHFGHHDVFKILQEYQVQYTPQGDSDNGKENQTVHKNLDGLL
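Compounds were pin-transferred onto hKGA, after which L-glutamine (1 mM solution) and a detection mix of glutamate oxidase, HRP and Amplex Red were added. Initial and 30 min RT fluorescence reads were collected.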
JMJD2A Tudor = blocks the human JMJD2A Tudor domain | AlphaScreen JMJD2A-Tudor / H3K4me3 peptide binding | actives 4.4% (n = 390,000) | Potency, µM (titrated, usually from 114 µM), for the others: at the highest dose activity change, negative = inhibition, usual class: inhibitors; further: potency means the concentration at half of the fitted maximal effect; on the % scale 0 is the no-effect control and ±100 the full control effect; nearly all actives have a fitted effect of over 50% in size
Pin1 inh = inhibitors of human Pin1; Q13526; Pin1 FP peptide displacement, HiFluor488, 10 min; actives 0.009% (n = 390,000); Potency, µM (doses to about 115 µM), for inactives: top-dose activity, negative = inhibition, hits mostly inhibitors; active means well fitted inhibition curve with a large enough effect in the polarisation, with a control signal flat, not every such curve was filed as active; inconclusive means small, poorly fitted or top-dose-only effect, or effect the other way, or a change in a side signal; inactive means no such curve, though single readings can be large or run the other way; the % refers to the polarisation; further: potency means the concentration at half of the fitted maximal effect; on the % scale 0 is the no-effect control and ±100 the full control effect
Target sequence (Q13526 whole entry, looked up): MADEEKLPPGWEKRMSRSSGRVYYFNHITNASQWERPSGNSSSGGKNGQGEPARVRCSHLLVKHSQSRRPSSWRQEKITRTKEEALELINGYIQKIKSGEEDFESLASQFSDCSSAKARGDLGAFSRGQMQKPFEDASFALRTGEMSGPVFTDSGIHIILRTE
PI4K2A block = inhibitors of human PI4K2A. purified PI4K2A, ADP-Glo luminescence, 1 h; active compounds read low. activity change, negative = inhibition, % at 76.9 µM. actives 0.13% (n = 420,000). AID 1346378; in the data active means activity change below about -50%; inconclusive means mostly about -30% to -49%;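 further: -100% = wells without enzyme as full effect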
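Compounds are screened against recombinant PI4K2A using PI as substrate and ATP, the latter dispensed at 300 microM. Reactions run one hour at ambient temperature before ADP-Glo detection; full inhibition defined by wells lacking enzyme.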
G9a inh = blocks human histone lysine methyltransferase G9a | Potency, µM (top dose mostly 102 µM), for the others: top-dose activity, negative = inhibition, actives largely listed as inhibitors | actives 8.8% (n = 350,000) | G9a H3K9 monomethylation, AlphaScreen, 2 h | Q96KQ7; further: potency means the concentration at half of the fitted maximal effect; on the % scale 0 is the no-effect control and ±100 the full control effect; nearly all actives have a fitted effect of over 75% in size
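G9a (20 nM) preincubated 15 min RT with compounds, then 500 nM biotinylated H3K9 peptide and 20 uM SAM added; 2 h RT reaction. Monomethyl-H3K9 product detected by AlphaScreen with anti-H3K9me1 antibody, streptavidin donor and anti-rabbit IgG acceptor beads.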
HP1b chromo inh = HP1-beta chromodomain-methylated histone interaction inhibition; P83916; AlphaScreen HP1-beta / biotin-H3K9me3 peptide binding; AID 540317; actives 0.56% (n = 390,000); Potency, µM (series often up to 114 µM), without a hit: at the highest dose activity change, negative = inhibition, most hits filed as inhibitors; further: potency means the concentration at half of the fitted maximal effect; nearly all actives have a fitted effect of over 70% in size; inactives centre near 23
Target sequence (P83916 whole entry, looked up): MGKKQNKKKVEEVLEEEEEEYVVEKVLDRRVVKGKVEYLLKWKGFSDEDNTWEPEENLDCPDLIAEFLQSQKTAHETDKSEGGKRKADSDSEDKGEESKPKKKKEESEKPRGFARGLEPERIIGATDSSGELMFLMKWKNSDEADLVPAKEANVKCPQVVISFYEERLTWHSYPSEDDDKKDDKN
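Compound inhibition of the preformed complex between 50 nM HP1-beta and 50 nM biotinylated H3K9me3 peptide was read by AlphaScreen. Buffer was PBS pH 7.4 with 0.01% Tween-20. Incubations ran 30 min at room temperature, with 10 ug/mL donor/acceptor beads.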
* = called active by the depositor; i = inactive; ? = inconclusive; · = no result given; ! = not active in a repeat; [ ] = dose if it differs, or a comment. Unless noted, the call rests on the fitted dose curve; in most records, active means well fitted curve in the direction sought with a large enough effect; inconclusive means small, poorly fitted or top-dose-only effect, or another doubt; inactive means no such curve, though single readings can be large; an effect the other way counts as inactive or inconclusive. Not all compounds are listed, so the mix of outcomes need not match the whole.

A first look, 3 compounds:
SMILES	GLS inhibitor	JMJD2A Tudor	Pin1 inh	PI4K2A block	G9a inh	HP1b chromo inh
COc1ccc2c3c1O[C@H]1[C@@H](O)C=C[C@H]4[C@@H](C2)N(C)CC[C@@]341	·	·	·	i	·	·
C=CC[C@]1(O)CC[C@H]2[C@@H]3CCC4=CC(=O)CCC4=C3C=C[C@@]21C	·	·	·	-1	·	·
C[C@]12CC[C@H]3[C@@H](CCC4=CC(=O)CC[C@@]43C)[C@@H]1CC[C@@H]2C(=O)O	·	·	·	-6	·	·

This part in full, previewed entries included:
SMILES	GLS inhibitor	JMJD2A Tudor	Pin1 inh	PI4K2A block	G9a inh	HP1b chromo inh
COc1ccc2c3c1O[C@H]1[C@@H](O)C=C[C@H]4[C@@H](C2)N(C)CC[C@@]341	·	·	·	i	·	·
C=CC[C@]1(O)CC[C@H]2[C@@H]3CCC4=CC(=O)CCC4=C3C=C[C@@]21C	·	·	·	-1	·	·
C[C@]12CC[C@H]3[C@@H](CCC4=CC(=O)CC[C@@]43C)[C@@H]1CC[C@@H]2C(=O)O	·	·	·	-6	·	·
c1ccc(N2[C@@H]3CC[C@H]2c2ccncc2C3)cc1	·	·	·	0	·	·
Cc1ccc([N+](=O)[O-])[c]2c1[O][Hg]2	·	·	·	-25	·	·
CCC(=O)O[C@@H]1C=C2CCC3C(CCC4(C)C3CC[C@@H]4OC(=O)CC)C2CC1 (some centres not stated)	·	·	·	3	·	·
O=c1oc2ccccc2c(O)c1C(CC(O)c1ccc(-c2ccc(Br)cc2)cc1)c1ccccc1 (configuration not stated)	·	·	·	-4	·	·
O=C(CNC(=O)OCc1ccccc1)NC(Cc1ccccc1)P(=O)(Oc1ccccc1)Oc1ccccc1 (configuration not stated)	·	·	·	5	·	·
CCC(=O)C(CCN(C)C)(c1ccccc1)c1ccccc1	·	·	·	1	·	·
CC(C)=C[C@@H]1[C@@H](C(=O)OCc2coc(Cc3ccccc3)c2)C1(C)C	·	·	·	0	·	·
CC(C)C[C@H]1N=C(c2ccccc2)c2ccccc2N(CC(=O)NC(C)(C)C)C1=O	·	·	·	4	·	·
N=c1c2c(-c3ccccc3)c(-c3ccccc3)n(Cc3ccccc3)c2ncn1C1CCC(O)CC1 (configuration not stated)	·	·	·	-1	·	·
CC(C)(N)Cc1ccccc1Cl	·	·	·	1	·	·
Oc1ccc2c3c1O[C@H]1[C@@H](O)C=C[C@H]4[C@@H](C2)NCC[C@@]341	·	·	·	i	·	·
CC(C)=CCN1CC[C@@]2(C)c3cc(O)ccc3C[C@@H]1[C@@H]2C	·	·	·	i	·	·
CCC(CC)(CNC(=O)CCCO)c1cccc(OC)c1	·	·	·	1	·	·
CC(C)C(C(=O)NC(C)(C)C)N1C(=O)CN=C(c2ccccc2)c2ccccc21 (configuration not stated)	·	·	·	-7	·	·
COc1cc([C@@H]2c3cc4c(cc3C[C@H]3COC(=O)[C@@H]32)OCO4)cc(OC)c1O	·	-12%	2%	·	·	22%
CC(=O)O[C@H]1CC[C@]2(C=O)C3CC[C@]4(C)[C@@H](C5=CC(=O)OC5)CC[C@]4(O)C3CC[C@]2(O)C1 (some centres not stated)	·	-8%	-10%	·	·	21%
O=C(Nc1ccc2nc(-c3cccs3)c(-c3cccs3)nc2c1)N1CCCCC1	·	13%	-3%	·	·	57%[activator]
CC(C)CC1C(=O)N2CCC[C@H]2[C@]2(O)O[C@](NC(=O)[C@@H]3C=C4c5cccc6[nH]c(Br)c(c56)C[C@H]4N(C)C3)(C(C)C)C(=O)N12 (some centres not stated)	·	?	?	·	·	2%
O=c1[nH]c(=O)n([C@H]2C[C@@H](O)[C@@H](CO)O2)cc1C=CBr	·	·	·	1	40%[59 µM]	·
c1ccc2sc(C3(N4CCCCC4)CCCCC3)cc2c1	·	·	·	1	8.9µM*!	·
COc1ccc2c(c1)c(CCN1CCOCC1)c(C)n2C(=O)c1cccc(Cl)c1Cl	·	·	·	5	?	·
Brc1c(Br)c(Br)c2n[nH]nc2c1Br	·	·	·	1	19%[59 µM]	·
Cc1o[nH]c(=O)c1CC(N)C(=O)O (configuration not stated)	·	·	·	-2	21µM*!	·
COc1ccc2c(c1)CCC1C2CC[C@@]2(C)C1CC[C@@H]2NCCCCCCN1C(=O)C=CC1=O (some centres not stated)	·	·	·	1	2.5µM*	·
C=CCN1CC[C@]23c4c5ccc(O)c4O[C@@H]2/C(=N/N=C2\CC[C@@]4(O)C6Cc7ccc(O)c8c7[C@@]4(CCN6CC=C)[C@@H]2O8)CC[C@@]3(O)C1C5	·	·	·	2	13µM*!	·
NC(CCCP(=O)(O)O)C(=O)O (configuration not stated)	·	·	·	0	0%[59 µM]	·
NC(=NCCC[C@H](N)C(=O)O)N[N+](=O)[O-]	·	·	·	4	14%[59 µM]	·
CC(=O)c1c(O)c(C)c(O)c(Cc2c(O)c3c(c(C(=O)/C=C/c4ccccc4)c2O)OC(C)(C)C=C3)c1O	·	·	·	?	2.1µM*	·
CC(C)C[C@H]1C(=O)N2CCC[C@H]2[C@]2(O)O[C@](NC(=O)[C@@H]3C=C4c5cccc6[nH]c(Br)c(c56)C[C@H]4N(C)C3)(C(C)C)C(=O)N12	·	·	·	0	24µM*	·
NC(=O)c1ccc(OCC(O)CN2CC=C(c3ccc(F)cc3)CC2)cc1 (configuration not stated)	·	·	·	-3	?	·
Oc1ccc2c3c1O[C@H]1c4oc5ccccc5c4C[C@@]4(O)C(C2)N(CC2CC2)CCC314 (some centres not stated)	·	·	·	0	?	·
C[C@]12CCC3C(CC[C@H]4C[C@H](O)CC[C@]34C)C1CC[C@@H]2C(=O)CO (some centres not stated)	·	·	·	2	?	·
Ic1ccccc1CNC1C2CCN(CC2)C1C(c1ccccc1)c1ccccc1 (configuration not stated)	·	·	·	-5	2µM*	·
CC(N)c1cccc(Cl)c1Cl (configuration not stated)	·	·	·	4	8%[59 µM]	·
N#CCCN	·	·	·	-2	-17%[59 µM]	·
COC[C@H]1OC(=O)c2coc3c2[C@@]1(C)C1=C(C3=O)C2CCC(=O)[C@@]2(C)C[C@H]1OC(C)=O (some centres not stated)	·	·	·	1	28µM*!	·
NCC1OC(O[C@H]2[C@H](O)[C@@H](OC3C(O)C(N)CC(N)C3OC3OC(CO)C(O)C(O)C3N)O[C@@H]2CO)C(N)C(O)C1O (some centres not stated)	·	·	·	3	6µM*	·

(continued)
| molecule | GLS inhibitor | JMJD2A Tudor | Pin1 inh | PI4K2A block | G9a inh | HP1b chromo inh |
| --- | --- | --- | --- | --- | --- | --- |
| CN[C@H](CC(C)C)C(=O)N[C@H]1C(=O)N[C@@H](CC(N)=O)C(=O)N[C@@H]2C(=O)N[C@H]3C(=O)N[C@H](C(=O)N[C@H](C(=O)O)c4cc(O)cc(O)c4-c4cc3ccc4O)[C@H](O)c3ccc(c(Cl)c3)Oc3cc2cc(c3O[C@@H]2O[C@H](CO)[C@@H](O)[C@H](O)[C@@H]2O[C@H]2C[C@](C)(N)[C@H](O)[C@H](C)O2)Oc2ccc(cc2Cl)[C@H]1O | · | · | · | -4 | 2%[59 µM] | · |
| CCCn1c(C)c(C(=O)c2ccc3ccccc3c2)c2ccccc21 | · | · | · | 3 | -4%[59 µM] | · |
| CCN(CC)c1ncnc2c1ncn2[C@@H]1O[C@H](COP(=O)(O)OP(=O)(O)C(Br)(Br)P(=O)(O)O)[C@@H](O)[C@H]1O | · | · | · | 3 | 30µM*! | · |
| N#CC12c3ccccc3C(=O)N1Cc1cnnn1-c1ccccc12 (configuration not stated) | -2% | · | · | -3 | · | · |
| c1ccc2c(CCN3CCCCC3)c[nH]c2c1 | ? | · | · | 0 | · | · |
| Cc1nnc2n1-c1sc(CCc3ccc(CC(C)C)cc3)cc1C(c1ccccc1Cl)=NC2C (configuration not stated) | -14% | · | · | 4 | · | · |
| c1cc2c(cc1N1CCCCC1)CNCc1cnnn1-2 | 42%[activator] | · | · | 2 | · | · |
| CN(C)CCc1c[nH]c2cccc(OP(=O)(O)O)c12 | 12%[99.4 µM] | · | · | i | · | · |
| COc1ccc(C(c2nnnn2-c2ccc3c(c2)OCCO3)N2CCC3(CC2)C(=O)NCN3c2ccccc2)cc1 (configuration not stated) | 2% | · | · | 2 | · | · |
| CSCCC(c1nnnn1Cc1ccccc1)N1CCC2(CC1)C(=O)NCN2c1ccccc1 (configuration not stated) | 5% | · | · | -1 | · | · |
| CSCCC(c1nnnn1-c1c(C)cccc1C)N1CCC(n2c(=O)[nH]c3ccccc32)CC1 (configuration not stated) | 40%[activator] | · | · | 8 | · | · |
| CC(C)N1CCOC(c2ccc(O)c(O)c2)C1 (configuration not stated) | 25% | · | · | -8 | · | · |
| COc1cc(C(=O)N2Cc3ccc(Br)cc3-n3nncc3C2)cc(OC)c1OC | -2% | · | · | -1 | · | · |
| CNC(C)Cc1ccc2c(c1)OCO2 (configuration not stated) | -3%[99.4 µM] | · | · | i | · | · |
| O=C1c2cccc(N3CCNCC3)c2C2CCCCN12 (configuration not stated) | -2% | · | · | 0 | · | · |
| ClC1=C(Cl)[C@]2(Cl)[C@@H]3[C@@H]4C[C@@H]([C@H]5O[C@@H]45)[C@@H]3[C@@]1(Cl)C2(Cl)Cl | 6%[99.4 µM] | · | · | i | · | · |
| N#Cc1ccc2nc(-c3ccc(CN4CCC(n5c(=O)[nH]c6ccccc65)CC4)cc3)c(-c3ccccc3)nc2c1 | 0% | · | · | 1 | · | · |
| S=C(NCCc1ccccc1)N1Cc2ccc(Br)cc2-n2nncc2C1 | 13% | · | · | 4 | · | · |
| CN1CC2CN(Cc3ccccc3)S(=O)(=O)C2C1 (configuration not stated) | 1% | · | · | 0 | · | · |
| O=C1NCN(c2ccccc2)C12CCN(C(c1ccccc1)c1nnnn1Cc1ccccc1)CC2 (configuration not stated) | 14% | · | · | -2 | · | · |
| CCCCn1nnnc1C(c1cccs1)N1CCC2(CC1)C(=O)NCN2c1ccccc1 (configuration not stated) | 9% | · | · | -1 | · | · |

Part of the list above, with values under each structure.
Every second line gives: GLS inhibitor, JMJD2A Tudor, Pin1 inh, PI4K2A block, G9a inh, HP1b chromo inh
> O=c1oc2ccccc2c(O)c1C(CC(O)c1ccc(-c2ccc(Br)cc2)cc1)c1ccccc1 (configuration not stated)
    ·, ·, ·, -4, ·, ·
> O=C(CNC(=O)OCc1ccccc1)NC(Cc1ccccc1)P(=O)(Oc1ccccc1)Oc1ccccc1 (configuration not stated)
    ·, ·, ·, 5, ·, ·
> CCC(=O)C(CCN(C)C)(c1ccccc1)c1ccccc1
    ·, ·, ·, 1, ·, ·

Screening results (PubChem BioAssay)
